Bioassay records as filed in PubChem BioAssay.
GPR151 activ = human GPR151 activation; activation, % at 11.2 µM; actives 1% (n = 650,000); PathHunter beta-arrestin GPR151 cells, luminescence; Q8TDV0; in the data active = activation above about 4.9%;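 note: 0% = median of compound wells and 100% = cells with positive control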
Target sequence (Q8TDV0 whole entry, looked up): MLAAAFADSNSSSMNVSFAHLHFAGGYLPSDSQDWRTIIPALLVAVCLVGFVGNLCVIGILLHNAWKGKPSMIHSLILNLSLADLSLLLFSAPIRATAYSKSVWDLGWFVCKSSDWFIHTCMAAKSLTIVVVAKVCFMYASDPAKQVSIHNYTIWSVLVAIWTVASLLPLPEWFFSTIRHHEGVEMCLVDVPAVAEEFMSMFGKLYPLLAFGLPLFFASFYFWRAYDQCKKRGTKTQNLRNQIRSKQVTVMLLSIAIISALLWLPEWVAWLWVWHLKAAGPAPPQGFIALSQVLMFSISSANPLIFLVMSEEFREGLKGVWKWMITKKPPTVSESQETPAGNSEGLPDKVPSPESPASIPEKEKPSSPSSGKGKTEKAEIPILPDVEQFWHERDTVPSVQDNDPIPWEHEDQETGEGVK
MITF inh = inhibitors of human MITF; O75030; AlphaScreen MITF homodimerization, bead proximity signal; inhibition, % at 2.6 µM; actives 0.91% (n = 650,000); AID 1259374; in the data active = inhibition above about 50%;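 note: 0% = vehicle wells with protein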
Target sequence (O75030 whole entry, looked up): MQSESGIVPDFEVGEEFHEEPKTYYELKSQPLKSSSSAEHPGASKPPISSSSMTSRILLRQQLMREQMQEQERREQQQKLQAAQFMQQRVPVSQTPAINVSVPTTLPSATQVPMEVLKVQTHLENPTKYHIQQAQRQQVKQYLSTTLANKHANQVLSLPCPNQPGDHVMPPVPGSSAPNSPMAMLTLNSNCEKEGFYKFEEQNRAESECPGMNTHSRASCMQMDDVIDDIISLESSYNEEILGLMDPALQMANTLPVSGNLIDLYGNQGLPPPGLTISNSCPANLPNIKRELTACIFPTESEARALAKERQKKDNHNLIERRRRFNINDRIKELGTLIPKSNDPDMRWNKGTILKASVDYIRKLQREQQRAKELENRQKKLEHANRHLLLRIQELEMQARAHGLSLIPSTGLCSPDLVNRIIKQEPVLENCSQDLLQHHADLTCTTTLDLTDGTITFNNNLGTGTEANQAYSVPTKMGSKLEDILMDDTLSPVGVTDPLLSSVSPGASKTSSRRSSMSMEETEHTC
FBW7 activator = activators of human E3 ligase FBW7; Q969H0; AlphaScreen FBW7–phospho-cyclin E peptide binding, activator screen; normalized activity (activation), % at 26.1 µM; actives 0.13% (n = 650,000); in the data active = normalized activity above about 1.9%;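 note: purified mutant Fbw7 with reduced substrate affinity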
TEAD-YAP inh = TEAD-YAP interaction inhibition | AID 1259422 | inhibition, % at 9.12 µM | HEK-TIYL cells, TEAD-Gal4/YAP UAS-luciferase luminescence | actives 1.4% (n = 640,000); in the data active = inhibition above about 32%;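 note: 0% = median of test compound wells and 100% = reference inhibitor wells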
* marks the source's active call; other numbers are inactive results.

item	mol	GPR151 activ	MITF inh	FBW7 activator	TEAD-YAP inh
1	Cn1nnnc1NCc1cccc(Cl)c1	2.7	-4	-0.1	1
2	CC(=O)Nc1ccc(N2CCOCC2)c(C(N)=O)c1	-0.6	-5	-0.2	1
3	CCC(C(=O)Nc1ccc(F)cc1F)(C(F)(F)F)C(F)(F)F	-0.7	10	0.0	2
4	CCCOc1ccc(C(=O)Nc2ccc3oc(-c4ccccc4)nc3c2)cc1	2.2	-13	-1.1	-20
5	CN1C=CC=C/C1=C(/C#N)c1nc2ccccc2s1	0.2	3	-0.5	-14
6	CC(=O)c1cc(C#N)c(SCc2ccccc2C#N)nc1C	-1.6	3	0.1	-9
7	CC(=O)c1ccc(NC(=O)CCCN2C(=O)/C(=C\c3ccco3)SC2=S)cc1	1.1	8	0.0	-2
8	CC(=O)c1sc(N)nc1-c1ccccc1	0.8	-3	0.0	2
9	Cc1ccc(-c2cc(C(=O)N/N=C/c3cc(Br)ccc3O)n[nH]2)o1	2.4	27	-0.2	45*
10	CCN(CC)CCCC(C)Nc1nc(C)nc2ccccc12 (centres undefined)	3.1	4	0.2	-7
11	CC[C@@H]1NC(=O)[C@H]2CN(C(=O)c3cccc4ccccc34)CCN2C1=O	-0.1	11	-0.3	-4
12	Cc1ccc(-c2csc(NC(=O)c3ccc(S(=O)(=O)N4CCCC4)cc3)n2)o1	3.3	-9	-0.2	8
13	Cc1cc(=O)n2nc(NC(C)C(=O)NCCC(C)C)sc2n1 (centres undefined)	-0.3	-16	0.0	-4
14	CCCCN1CC(C(=O)NC(C)C)CC1=O (centres undefined)	-0.6	-2	-0.2	-5
15	CC(=O)Nc1ccc(N2C(=O)C[n+]3ccccc3C2(C)C(=O)Nc2ccc(Cl)cc2)cc1 (centres undefined)	0.9	4	-0.1	4
16	Cc1ccc(S(=O)(=O)C2CS(=O)(=O)CC2O)cc1 (centres undefined)	-0.3	-3	0.2	7
17	CN(CC(=O)O)S(=O)(=O)c1cccc(C(=O)O)c1	1.0	-1	-0.1	12
18	COc1ccc(C2CC(c3ccc(C(C)C)cc3)n3ncnc3N2)cc1 (centres undefined)	0.2	22	0.6	-1
19	COc1ccc(CCNc2nc(-c3ccccc3)nc3c2ncn3CCN2CCCC2=O)cc1	0.7	8	-0.1	9
20	CC(C)C(c1nnnn1Cc1ccco1)N1CCN(Cc2ccc(Cl)cc2)CC1 (centres undefined)	0.5	-6	-0.1	15

Overlap with the part before: six entries, then new ones.
item	mol	GPR151 activ	MITF inh	FBW7 activator	TEAD-YAP inh
15	CC(=O)Nc1ccc(N2C(=O)C[n+]3ccccc3C2(C)C(=O)Nc2ccc(Cl)cc2)cc1 (centres undefined)	0.9	4	-0.1	4
16	Cc1ccc(S(=O)(=O)C2CS(=O)(=O)CC2O)cc1 (centres undefined)	-0.3	-3	0.2	7
17	CN(CC(=O)O)S(=O)(=O)c1cccc(C(=O)O)c1	1.0	-1	-0.1	12
18	COc1ccc(C2CC(c3ccc(C(C)C)cc3)n3ncnc3N2)cc1 (centres undefined)	0.2	22	0.6	-1
19	COc1ccc(CCNc2nc(-c3ccccc3)nc3c2ncn3CCN2CCCC2=O)cc1	0.7	8	-0.1	9
20	CC(C)C(c1nnnn1Cc1ccco1)N1CCN(Cc2ccc(Cl)cc2)CC1 (centres undefined)	0.5	-6	-0.1	15
21	COc1ccc(/C=C/C(=O)Nc2c(C)n(C)n(-c3ccccc3)c2=O)cc1	-0.5	-8	-0.2	3
22	CC(=Nc1cccc(C)c1)c1c(O)[nH]c(=O)[nH]c1=O	-1.0	-8	0.0	9
23	COc1cc2nc(SCC(=O)Nc3cccc(C)c3)n3nc(C)nc3c2cc1OC	0.2	22	0.0	-2
24	Clc1nc(NC2CC2)c2ncn(-c3ccccc3)c2n1	-0.9	-7	-0.1	-3
25	NC(=O)C1Cc2ccccc2N1C(=O)Nc1cccc(Cl)c1 (centres undefined)	-1.7	1	0.1	-10
26	COc1ccc(C2(CNC(=O)C(=O)NCCN3CCOCC3)CCCC2)cc1OC	1.4	5	-0.1	-8
27	O=C(CCC(=O)N1N=C(c2ccc(Br)cc2)CC1c1ccc(Br)cc1)Nc1ccc(Br)cc1 (centres undefined)	-0.6	15	0.3	-11
28	CC(=O)c1cccc(-c2nc(Nc3ccc(Oc4ccccc4)cc3)c3ncn(Cc4ccc(C(F)(F)F)cc4)c3n2)c1	0.5	6	0.1	6
29	Cc1cccc(N2C(=O)NC(=O)/C(=C\c3ccc4c(c3)OCO4)C2=O)c1	-0.5	-11	0.0	-5
30	COc1ccc(C(=O)N2CCN(C3CCCCC3)CC2)c(OC)c1	-0.3	9	-0.1	4
31	COc1ccccc1C(=O)Nc1c(-c2ccccc2)nc2ccccn12	-0.1	-3	-0.3	4
32	O=C(NNS(=O)(=O)c1ccc([N+](=O)[O-])cc1)c1ccccc1F	-0.5	3	-0.1	7
33	CC(C)c1c(C#N)c(N)nc2sc(C(=O)c3ccc(Cl)cc3)c(N)c12	1.0	9	0.0	6
34	Cc1cccc(N(CC(=O)Nc2ccc(CC#N)cc2)S(C)(=O)=O)c1C	0.6	7	0.1	-16
35	CCCC(CCC)c1nc2ccncc2[nH]1	3.7	52*	-0.1	-5
36	Cc1cc(C)cc(N=C2NC(=O)/C(=C\c3ccc(-c4cccc(Cl)c4Cl)o3)S2)c1	-0.2	11	-0.6	-2
37	O=C1COc2cc(S(=O)(=O)NCc3ccc(Cl)cc3)ccc2N1	0.1	2	-0.2	-7
38	O=C(NCCc1nnc2n1CCN(C/C=C/c1ccccc1)CC2)C1CCC1	-0.1	-3	-0.1	-3
39	CCCc1cc(=O)[nH]c2nnc(SCC(=O)NCc3ccco3)n12	0.7	-1	-0.2	3
40	Cc1ccc2c(c1)C1NC(=S)N(c3cccc(Cl)c3)C(C)(O2)C1C(=O)Nc1ccc(Cl)cc1 (centres undefined)	-2.1	22	0.1	4
41	O=C1c2cccc3c(Oc4ccccc4[N+](=O)[O-])ccc(c23)C(=O)N1n1cnnc1	-0.7	5	-0.1	36*
42	Cc1nc2ncnn2c(NCc2ccc(F)cc2)c1C	4.8	17	1.1	45*
43	Cc1cc(NCc2cccnc2)nc(N2CCC(O)(Cc3ccccc3)CC2)n1	0.3	3	-0.2	7
44	COc1cc(N)c(Cl)cc1C(=O)OCC(=O)Nc1ccc(N2CCOCC2)cc1	0.2	-7	0.2	20
45	Cc1ccc(OCCCCNCCO)c(C(C)(C)C)c1	-0.9	38	-0.1	3
46	Cn1c(C2CCC(CNC(=O)c3ccno3)CC2)nc2ccccc21 (centres undefined)	-0.3	6	0.2	4
47	Cc1ccc(S(=O)(=O)N2CC3CC4CC3C2C4O)cc1 (centres undefined)	2.7	3	0.0	5
48	Cc1ccc(CN[C@H]2C[C@H]3C(=O)N[C@@H](C(C)C)C(=O)N3C2)cc1F	-0.6	-6	-0.1	-9
49	COC(=O)[C@@H]1CCCN1C(=O)CCC1(Cc2ccc(SC)cc2)CCC(=O)N1 (some centres undefined)	-1.0	7	0.5	1
50	CC1(C)CC(=O)C2=C(C1)N(c1sc3c(c1C#N)CCCC3)C(N)=C(C#N)C2c1cccnc1 (centres undefined)	-1.5	1	0.5	6
51	Cc1nc(NC2CCCCC2)c2oc3ccccc3c2n1	0.0	9	-0.1	10
52	Cc1cc(CNC(=O)CC2C(=O)NCCN2Cc2cccc(Oc3ccccc3)c2)nn1C (centres undefined)	0.3	-1	-0.1	3
53	O=C(NNS(=O)(=O)c1ccc(F)cc1)NC1CCCCC1	2.5	16	0.1	14
54	N#C/C(=C\c1ccc(-c2ccc(Cl)cc2)o1)C(=O)Nc1ccc(S(N)(=O)=O)cc1	1.3	8	-0.1	4
55	CCNc1cc(C)nc(NCCNC(=O)Nc2cc(Cl)ccc2OC)n1	-0.7	2	-0.1	33*
56	COc1cc(/C=N/n2cnnc2)ccc1OCCOc1ccccc1	-0.8	-5	-0.1	-12
57	O=C1CSC(c2ccccn2)N1c1ccc(Oc2ccccc2)cc1 (centres undefined)	-0.9	3	-0.2	6
58	CCn1c(C)cn2c3c(=O)n(CC(C)C)c(=O)n(C)c3nc12	-1.8	18	0.2	6
59	O=C(Nc1ccccc1)c1cnc(N2CCN(c3ccccn3)CC2)s1	0.2	7	-0.1	-17
60	COC(=O)c1sccc1S(=O)(=O)N1CCCC(c2[nH]ncc2C)C1 (centres undefined)	0.8	1	0.0	-1
61	Cn1nc(C(N)=O)c2ccccc2c1=O	0.7	-3	-0.1	1
62	CN(c1ccccc1)c1ccc(C=O)cc1[N+](=O)[O-]	1.5	8	-0.4	3
63	COc1cc(/C=N/NC(N)=O)ccc1OC(=O)c1ccco1	-0.1	3	-0.2	2
64	C=CCNC(=O)CN(C)S(=O)(=O)c1ccc(Br)cc1	3.3	-3	0.0	12
65	COc1ccc(OCC(=O)N2CCc3ccccc32)c([N+](=O)[O-])c1	-2.1	10	-0.1	-14
66	O=C(CC(C(=O)O)C1CCCO1)Nc1ccc(F)cc1 (centres undefined)	-0.6	-13	-0.1	-8
67	CC(=O)c1c(Cc2cccc(C(F)(F)F)c2)c[nH]c1C	0.1	10	-0.1	-2
68	Cc1cccn2c(C(=O)O)c(C(F)(F)F)nc12	-1.6	1	-0.1	1
69	Cc1ccc(-c2csc(N(CC3CCCO3)C(=O)CCl)n2)cc1 (centres undefined)	-2.4	34	0.5	-65
70	Cc1ccc(NC(=O)CC(=O)Nc2ccc3nc4n(c(=O)c3c2)CCCCC4)c(Cl)c1	-0.7	-8	0.1	-1
71	Cc1nc2ncnn2c(Nc2ccccc2)c1C	-0.3	1	1.5	-10
72	CCC(=O)c1ccc(OCC(=O)OCC(=O)Nc2sccc2C(N)=O)cc1	-2.9	-5	0.0	4
73	CCOCCCNC(=O)c1ccc(CNC(=O)c2cc(OC)c(OC)c(OC)c2)cc1	-1.2	7	0.5	10
74	CC(=O)c1cccc(NC(=O)c2ccccc2I)c1	0.3	-5	-0.2	2
75	CCn1c(SC)nc2scc(-c3cccs3)c2c1=O	-1.3	13	0.1	-9
76	CC1CCCC(C)N1S(=O)(=O)c1ccc(N)cc1 (centres undefined)	-1.3	-4	-0.1	7
77	Cc1[nH]nc(SCC(=O)Nc2cc(Cl)ccc2O)c1[N+](=O)[O-]	-1.1	-6	-0.1	20
78	COC(=O)c1c(S(=O)(=O)NC2CC2)sc2c1CCN(Cc1ccc(Cl)cc1)C2	-1.2	6	0.1	4
79	Cc1[nH]n(-c2ccc([N+](=O)[O-])cc2)c(=O)c1C=NCCO	-7.1	5	0.0	0
80	COc1ccc(Br)cc1C1SCC(=O)N1c1ccc(Br)cc1 (centres undefined)	1.0	-14	-0.4	-3

Quoted from the listing.
TEAD-YAP inh result of COc1ccc(OCC(=O)N2CCc3ccccc32)c([N+](=O)[O-])c1 stands at -14
FBW7 activator result of CC(=O)c1cccc(NC(=O)c2ccccc2I)c1 stands at -0.2
TEAD-YAP inh result of CC(=O)c1c(Cc2cccc(C(F)(F)F)c2)c[nH]c1C stands at -2
MITF inh result of CCOCCCNC(=O)c1ccc(CNC(=O)c2cc(OC)c(OC)c(OC)c2)cc1 stands at 7
MITF inh result of CN(c1ccccc1)c1ccc(C=O)cc1[N+](=O)[O-] stands at 8

More structures.
item	mol	GPR151 activ	MITF inh	FBW7 activator	TEAD-YAP inh
81	CCC(=O)N(CCc1ccc(OC)c(OC)c1)C1CC(=O)N(c2ccccc2)C1=O (centres undefined)	0.6	11	0.1	5
82	O=C(NN1C(=O)C2C3C=CC(C3)C2C1=O)C1CC=CCC1 (centres undefined)	-0.7	3	-0.1	-4
83	CCOC(=O)C(C(=O)OCC)n1c(=S)n(C(C(=O)OCC)C(=O)OCC)c2ccccc21	1.4	-9	-0.1	3
84	O=C(CSc1nc2ccc(NC(=O)c3ccccc3Br)cc2s1)Nc1ccc(Br)cc1	0.7	23	0.2	-2
85	CC(C)CN(CCNCc1c(C(=O)O)n(C)c2ccccc12)CC(C)C	0.4	-25	0.2	4
86	CC(=O)N1CCC[C@@H]2CN(Cc3cc4ccccc4s3)CC[C@@H]21	2.8	11	0.1	12
87	CC(=O)Nc1ccccc1C(=O)OCc1ccc(I)cc1	-0.3	16	0.3	-2
88	COC(=O)c1c(NC(=O)c2ccccc2[N+](=O)[O-])sc2c1CC(C)(C)NC2(C)C	1.5	8	0.2	-2
89	C/C(=C1\SC(=O)NC1=O)c1ccccc1	-0.2	-9	-0.6	3
90	CCOc1ccc(C(c2nnnn2Cc2ccccc2)N2CCN(C)CC2)cc1 (centres undefined)	0.7	1	0.0	2
91	Cc1cc2cc(C#N)c(NCCNC(=O)C3CCC3)nc2cc1C	0.2	7	0.2	5
92	O=C(OC1CCCCC1)c1ccc(NC(=O)c2cccs2)cc1	-1.6	14	0.0	3
93	COc1ccccc1C(=O)NNC(=O)c1ccc(NC(=O)c2ccccc2)cc1	0.8	19	0.4	7
94	COc1ccc(C2C(C(=O)OCCc3ccccc3)=C(C)NC3=C2C(=O)CCC3)cc1O (centres undefined)	2.8	10	0.4	9
95	O=C(Nc1nnc(Cc2ccc(F)cc2)s1)C1CCCN1C(=O)NC1CCCCC1 (centres undefined)	-0.6	13	0.0	1
96	COCCN/C(SC)=C(\C#N)C(=O)c1ccc(Cl)cc1	-1.0	-1	0.0	-15
97	O=C(O)[C@H](O)C(O)(Cc1ccc(O)cc1)C(=O)O (some centres undefined)	0.5	40	0.3	-14
98	COCCNc1nc(-c2ccc(OCOC)cc2)ccc1C(=O)Nc1cccc(OC)c1	1.7	-9	-0.1	-2
99	N#Cc1ccccc1OCc1ccc([N+](=O)[O-])cc1	-2.4	18	-0.1	-55
100	CCN1CCN(C(=O)c2ccc3c(c2)N(Cc2ccc(F)cc2)C(=O)CS3=O)CC1 (centres undefined)	-0.3	16	0.8	-2

Random draw from the library; 3.4% or so of the library scored in one or more.
